# Screening data from PubChem.
# PGK inhibitor = qHTS Assay to Find Inhibitors of Phosphoglycerate Kinase; Phosphoglycerate kinase, glycosomal (Trypanosoma brucei brucei), P07378; PGK/GAPDH coupled, Kinase-Glo luminescence, 60 min; Potency, µM (top dose mostly 57.5 µM), inactives show top-dose activity change, negative = inhibition, actives largely listed as inhibitors; actives 0.043% (n = 380,000); AID 602233, 2012; note: % is set by controls: 0 for no effect and ±100 for the full control effect; nearly all actives have a fitted effect of over 60% in size
#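 Recombinant glycosomal PGK reaction used 1,3-bisphosphoglycerate generated in-well by GAPDH (100nM final) in 100mM TEA pH 7.6, 5mM MgCl2, 0.01% Tween-20. After 60 minutes at room temperature, ATP was read by Kinase-Glo Plus luminescence end-point.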
# POLI inh = qHTS for Inhibitors of Polymerase Iota; Pol iota fluorescent replication assay, 10 min; Potency, µM (top dose mostly 115 µM), for inactives: top-dose activity, negative = inhibition, most hits filed as inhibitors; actives 1% (n = 390,000); AID 588590, 2011
#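 Fluorescent replication assay read twice, at 0 min and 10 min after adding 50 nM (final) substrate. Enzyme (10 nM) and compounds were first incubated 15 min at room temperature; enzyme-free buffer wells were negative controls.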
# GLS inh = qHTS for Inhibitors of Glutaminase (GLS); Glutaminase kidney isoform, mitochondrial (Homo sapiens), O94925; Potency, µM (series often up to 45.5 µM), for inactives: at the highest dose activity change, negative = inhibition, actives largely listed as inhibitors; actives 0.21% (n = 410,000); GLS enzymatic activity, qHTS titration; AID 624170, 2012; note: % is set by controls: 0 for no effect and ±100 for the full control effect
#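 Coupled fluorescence readout: glutamate oxidase/HRP/Amplex Red detect glutamate formed by hKGA from L-glutamine (1 mM solution added). Buffer 45 mM KH2PO4 pH 8.2, 0.02% Tween-20; reads at t0 and 30 min RT.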
# JMJD2A Tudor = qHTS Assay for Inhibitors of JMJD2A-Tudor Domain; Potency, µM (top dose mostly 114 µM), for the others: at the highest dose activity change, negative = inhibition, hits mostly inhibitors; actives 4.4% (n = 390,000); AlphaScreen JMJD2A-Tudor / H3K4me3 peptide binding; AID 504339, 2011; note: % is set by controls: 0 for no effect and ±100 for the full control effect; nearly all actives have a fitted effect of over 50% in size
# HP1b chromo inh = HTS for Inhibitors of HP1-beta Chromodomain Interactions with Methylated Histone Tails. AlphaScreen HP1-beta / biotin-H3K9me3 peptide binding. Potency, µM (top dose mostly 114 µM), for inactives: top-dose activity change, negative = inhibition, actives largely listed as inhibitors. actives 0.56% (n = 390,000). AID 540317, 2011; note: nearly all actives have a fitted effect of over 70% in size; inactives centre near 23
#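 AlphaScreen: HP1-beta (50 nM) preformed 30 min with biotin-H3(1-18)K9me3 peptide (50 nM) in PBS pH 7.4, 0.01% Tween-20. Compound added for 30 min at RT, then streptavidin donor/nickel chelate acceptor beads (10 ug/mL) for 30 min.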
# BLM inh = qHTS Assay for Inhibitors of Bloom's syndrome helicase (BLM); RecQ-like DNA helicase BLM (Homo sapiens), P54132; recombinant BLM DNA unwinding, fluorescence dequenching; Potency, µM (top dose mostly 56.1 µM), without a hit: top-dose activity change, negative = inhibition, actives largely listed as inhibitors; actives 0.2% (n = 350,000); AID 2528, 2010;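 note: plate controls were vehicle for no effect and no enzyme for full effect; nearly all actives have a fitted effect of over 35% in size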
# Target sequence (P54132 whole entry, looked up): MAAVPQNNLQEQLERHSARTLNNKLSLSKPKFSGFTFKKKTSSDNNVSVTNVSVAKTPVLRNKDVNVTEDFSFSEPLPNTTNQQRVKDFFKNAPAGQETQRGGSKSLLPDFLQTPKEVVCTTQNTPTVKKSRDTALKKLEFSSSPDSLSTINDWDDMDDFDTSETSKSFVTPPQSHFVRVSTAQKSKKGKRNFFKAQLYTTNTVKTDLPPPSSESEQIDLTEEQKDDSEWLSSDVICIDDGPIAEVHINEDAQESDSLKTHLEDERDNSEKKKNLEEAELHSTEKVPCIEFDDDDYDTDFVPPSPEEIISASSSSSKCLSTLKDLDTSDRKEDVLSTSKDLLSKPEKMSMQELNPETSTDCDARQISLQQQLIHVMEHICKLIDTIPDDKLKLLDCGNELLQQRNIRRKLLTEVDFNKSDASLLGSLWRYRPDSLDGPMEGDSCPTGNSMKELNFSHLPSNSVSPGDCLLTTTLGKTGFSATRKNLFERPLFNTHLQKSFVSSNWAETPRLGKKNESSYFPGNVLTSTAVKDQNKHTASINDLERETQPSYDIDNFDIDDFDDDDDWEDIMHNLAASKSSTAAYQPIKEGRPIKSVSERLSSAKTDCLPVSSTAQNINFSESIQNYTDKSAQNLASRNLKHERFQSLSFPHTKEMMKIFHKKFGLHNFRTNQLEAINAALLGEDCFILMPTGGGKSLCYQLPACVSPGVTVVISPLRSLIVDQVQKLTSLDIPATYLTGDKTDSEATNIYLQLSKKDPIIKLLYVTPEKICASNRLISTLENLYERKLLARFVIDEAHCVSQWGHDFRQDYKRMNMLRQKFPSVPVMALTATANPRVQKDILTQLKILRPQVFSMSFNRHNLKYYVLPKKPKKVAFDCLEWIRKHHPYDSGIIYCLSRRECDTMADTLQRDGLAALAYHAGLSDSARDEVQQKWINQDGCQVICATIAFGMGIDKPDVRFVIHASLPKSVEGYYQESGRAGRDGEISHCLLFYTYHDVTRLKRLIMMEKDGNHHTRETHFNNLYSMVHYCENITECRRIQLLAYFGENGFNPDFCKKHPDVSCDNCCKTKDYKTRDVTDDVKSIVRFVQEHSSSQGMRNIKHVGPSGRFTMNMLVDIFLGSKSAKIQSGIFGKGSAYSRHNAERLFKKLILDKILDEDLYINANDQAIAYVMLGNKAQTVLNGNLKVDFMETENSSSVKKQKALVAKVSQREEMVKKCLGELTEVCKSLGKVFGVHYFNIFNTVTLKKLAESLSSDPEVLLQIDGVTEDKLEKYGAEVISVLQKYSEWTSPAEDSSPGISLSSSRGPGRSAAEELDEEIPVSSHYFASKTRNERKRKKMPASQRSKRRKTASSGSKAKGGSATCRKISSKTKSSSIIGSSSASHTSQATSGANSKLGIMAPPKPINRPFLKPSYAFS
# G9a inh = qHTS Assay for Inhibitors of Histone Lysine Methyltransferase G9a | Potency, µM (series often up to 102 µM), for the others: top-dose activity, negative = inhibition, hits mostly inhibitors | G9a H3K9 monomethylation, AlphaScreen, 2 h | Histone-lysine N-methyltransferase EHMT2 (Homo sapiens), Q96KQ7 | actives 8.8% (n = 350,000); note: % is set by controls: 0 for no effect and ±100 for the full control effect; nearly all actives have a fitted effect of over 75% in size
#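 Compounds were preincubated with 20 nM G9a for 15 min, after which biotinylated H3K9 peptide (500 nM) and SAM (20 uM) started a 2 h room-temperature reaction. Monomethylated product was quantified by antibody-based AlphaScreen chemiluminescence.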
# BAZ2B block = qHTS Assay for Inhibitors of BAZ2B. Bromodomain adjacent to zinc finger domain protein 2B (Homo sapiens), Q9UIF8. AlphaScreen BAZ2B-H3K14Ac peptide displacement. Potency, µM (top dose mostly 114 µM), inactives show at the highest dose activity change, negative = inhibition, usual class: inhibitors. actives 4.4% (n = 360,000); note: % is set by controls: 0 for no effect and ±100 for the full control effect; nearly all actives have a fitted effect of over 60% in size
#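 AlphaScreen displacement: compounds (up to 110uM) incubated 30 min at room temperature with a preformed 50 nM BAZ2B/50 nM biotinylated H3K14Ac peptide complex in PBS pH 7.4 with Tween-20. Donor and acceptor beads at 10 ug/mL final added, 20 min light-protected before reading.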
# Pin1 inhibitor = qHTS Assay to Find Inhibitors of Pin1 | Pin1 FP peptide displacement, HiFluor488, 10 min | Potency, µM (top dose mostly 115 µM), for inactives: at the top dose activity, negative = inhibition, hits mostly inhibitors | actives 0.009% (n = 390,000) | AID 504891, 2011; active = well fitted inhibition curve with a large enough effect in the polarisation, with a control signal flat, not every such curve was filed as active; inconclusive = small, poorly fitted or top-dose-only effect, or effect the other way, or a change in a side signal; inactive = no such curve, though single readings can be large or run the other way; the % refers to the polarisation; note: % is set by controls: 0 for no effect and ±100 for the full control effect
# * hit, by the source's call; i = inactive; u = inconclusive; x = not tested or not shown; & = joins results of further samples; [ ] = another dose, or the depositor's remark. Unless noted, calls come from the whole dose curve; as a rule, active = well fitted curve in the direction sought with a large enough effect; inconclusive = small, poorly fitted or top-dose-only effect, or another doubt; inactive = no such curve, though single readings can be large; an effect the other way counts as inactive or inconclusive. Potency is the fitted concentration of half-maximal effect. The list is partial; the hit share may differ from the screen's.
No.	molecule	GLS inh	BAZ2B block	POLI inh	PGK inhibitor	HP1b chromo inh	JMJD2A Tudor	G9a inh	Pin1 inhibitor	BLM inh
1	COc1cccc(C(=O)Nc2ccncc2)c1OC	-1%	-22%	18%	-3%	24%	1%	-20%	5%	-4%
2	Cc1cccc(C)c1NC(=O)C(c1ccccc1)N1CCOCC1 (stereo not given)	1%	8%	27%	-8%	63%[activator]	-13%[57.1 µM]	20%[59 µM]	0%	-9%
3	CC1CCc2[nH]c3ccc(C(=O)N4CCCC(C(F)(F)F)C4)cc3c2C1 (stereo not given)	1%	32µM*	-8%	-6%	-4%	u	35µM*	u	x
4	CCOC(=O)Cn1cnc2c(cnn2-c2ccc(C)c(C)c2)c1=O	3%	-1%	1%	i	14%	-5%	13%[59 µM]	8%	-1%
5	O=C(Nc1cc2c3c(c1)CC(=O)N3CCC2)c1ccccc1C(F)(F)F	-1%	4%	26%	28%	15%	-8%	0%	-8%	x
6	CC(=O)c1cn(CC(=O)NCC2CCCO2)c2ccccc12 (stereo not given)	2%	14%	7%	-5%	60%[activator]	-28%	11%[12.7 µM]	0%	-4%
7	CC(=O)Nc1c(O)c2ccccc2[nH]c1=O	6%	2%	66%[activator]	i	47%[activator]	11%	50µM*	0%	-3%
8	O=S(=O)(Nc1nc2ccccc2nc1NCC1CCCO1)c1ccccc1 (stereo not given)	-8%	-2%	35%[activator]	-4%	-5%	-17%	-1%[12.7 µM]	-3%	-1%
9	CCN(CC)c1ccc(/C=C/c2cc(-c3ccccc3)c3ccccc3n2)cc1	2%	58%[activator]	u	x	161%[activator]	32%	186%[activator]	u	-5%
10	COc1ccc(NC(=O)CC2C(=O)N(C)C(=S)N2Cc2ccco2)cc1 (stereo not given)	1%	-37%	5%	-1%	13%	-13%[57.1 µM]	15%[59 µM]	7%	1%
11	COc1ccc(OC)c(N(CC(=O)N2CCN(Cc3ccccc3)CC2)S(C)(=O)=O)c1	0%	-18%	-16%	-10%	-8%	-13%	-1%	1%	-2%
12	COc1ccc(S(=O)(=O)Nc2ccccc2C(N)=O)cc1OC	0%	-1%	21%	6%	40%[activator]	1%	23%	-2%	-6%
13	Cc1ccc(N(CCO)C(=S)Nc2ccccc2)cc1	1%	-10%	38%	i	30%	-25%	-7%	-5%	-3%
14	O=C1CSCC(=O)N1c1ncc(C(F)(F)F)cc1Cl	-3%	0%	u	-5%	28%	-13%	u	-10%	-3%
15	O=C(CNC(=O)c1ccc(F)cc1)OCc1cc(=O)n2nc(C3CC3)sc2n1	4%	-3%	18%	-8%	-5%	u	1%[59 µM]	-8%	-3%
16	COc1cc(C2Nc3cc(C)c(C)cc3NC3=C2C(=O)CC(C)(C)C3)ccc1OC(C)=O (stereo not given)	18%	-2%	-3%	-9%	53%[activator]	-1%	x	3%	-8%
17	COCCCNC(=O)Cn1nc(-c2cccc(OC)c2)ccc1=O	0%	8%	11%	-4%	23%	-7%	11%	-7%	0%
18	CCc1nccn1S(=O)(=O)c1cc(OC)c(Cl)cc1OC	14%	-7%	7%	8%	17%	-20%	-15%	-3%	4%
19	Cn1c(=O)oc2cc(S(=O)(=O)Nc3cccc(F)c3)ccc21	0%	-2%	-3%	-5%	54%[activator]	-4%	-12%[59 µM]	-5%	5%
20	CCCCc1nn2c(=O)cc(COC(=O)c3ccc(NC(=O)c4ccccc4Cl)cc3)nc2s1	-4%	-13%	-14%	-2%	17%	-28%	0%[59 µM]	1%	-6%
21	O=C(OCCCc1cc2ccccc2c(=O)o1)c1ccccc1C(F)(F)F	2%	48%[activator]	2%	7%	106%[activator]	49%[activator]	8%[0.501 µM]	1%	x
22	COc1cccc(-c2nc(CS(=O)(=O)CC(=O)Nc3cccc(C(C)=O)c3)c(C)o2)c1	-7%&0%	u	20%&-15%	-9%&-2%	0%&4%	u	14%	0%&11%	1%&-2%
23	O=C(CCC1CCCC1)Nc1cccn(Cc2ccccc2Br)c1=O	0%	2%	-18%	-3%	26%	-8%	6%[12.7 µM]	18%	-9%
24	O=C(/C=N/NC(=O)c1ccc(Cl)cc1Cl)c1ccccc1	2%	-17%	29%	-1%	3%	-32%	-6%[12.7 µM]	-7%	-9%
25	COc1ccccc1/C=C(/C(=O)OCC(=O)Nc1ccccc1C(C)C)c1ccccc1	-2%	-22%	2%	-5%	18%	-17%	-3%[59 µM]	8%	-5%
26	COC(=O)c1ccc(C2=NOC(C)(c3nnc(Cc4ccccc4)o3)C2)cc1 (stereo not given)	-2%	8%	u	-2%	6%	-12%	6%[2.33 µM]	-1%	x
27	Cc1ccc(S(=O)(=O)N2CCN(C(=O)c3ccccn3)CC2)cc1	-25%	-4%	-11%	-2%	8%	-16%	11%	-12%	0%
28	Cc1ccccc1C(=O)Nc1ccnn1C1CCN(Cc2ccccn2)CC1	7%	u	10%	3%	18%	u	18%[0.501 µM]	u	-2%
29	Cc1cccc(NC(=O)CSc2nnnn2C)n1	-12%	10%	18%	5%	23%	-1%	-9%[59 µM]	2%	0%
30	Cc1ccc(C)c(OC(=O)c2cccnc2Cl)c1C	-5%	49%[activator]	13%	-2%	67%[activator]	18%	26%	-2%	-5%
31	COc1ccc(/C=C/C(=O)NC(=S)N2CCN(c3ccccc3OC)CC2)cc1	7%	-25%	17%	1%	17%	-9%	-24%	3%	0%
32	COc1cccc2sc(N(Cc3cccnc3)C(=O)C3CCCCC3)nc12	2%	-24%	-1%	-2%	36%	-29%	-28%[59 µM]	-2%	-2%
33	COC(=O)C1CCN(C(=O)/C=C/c2ccc(OC)cc2)CC1	-8%	-8%	17%	-10%	29%	1%	u	2%	0%
34	COCCN(C(=O)c1csnn1)C(C(=O)NC1CCCC1)c1ccccc1 (stereo not given)	0%	-4%	-10%	6%	11%	3%	7%	-6%	-4%
35	CC1CCN(C(=O)CSc2nnc(-c3ccncc3)n2C)CC1	-8%	0%	4%	-1%	-13%	-14%[57.1 µM]	-24%[59 µM]	-4%	-2%
36	COc1ccccc1NC(=O)CSc1nnc(CSc2nc(C)cc(C)n2)o1	-11%	-7%	-16%	3%	27%	1%	-49%	-4%	6%
37	C=C(C)Cn1c(-c2ccccc2)nc2ccccc21	1%	3%	7%	-4%	33%	5%	9%[12.7 µM]	8%	-1%
38	O=C(CN1CCN(c2ccc(F)cc2)CC1)NC(=O)NCc1ccco1	11%	u	u	-1%	21%	-21%	-12%	2%	-16%
39	CCc1ccc(C2C(C#N)=C(N)SC(N)=C2C#N)cc1	-15%	u	u	x	4%	u	8.9µM*	u	-10%
40	O=c1c(Cl)c(Cl)cnn1Cc1nnc(-c2ccccc2Br)o1	8%	12%	u	5%	32%	-10%	-13%	u	-15%
41	Cn1c(N)c(C#N)c2c(c1=S)COC(C)(C)C2	9%	2%	-3%	6%	12%	-11%	-16%	-4%	1%
42	COc1ccc(CCNC(=O)Cc2c(C)c3c(cc(C)c4c(C)coc43)oc2=O)cc1OC	-1%	-10%	10%	1%	22%	-14%	-3%[59 µM]	-1%	0%
43	O=C(Cc1cccs1)N1CCCC(c2nc(-c3ccc(S(=O)(=O)N4CCCC4)cc3)no2)C1 (stereo not given)	5%	4%	1%	-3%	6%	-27%	0%[59 µM]	13%	-5%
44	COc1ccc(C2CC(=O)Nc3c2c(C)nn3-c2nncc(-c3ccc(C)cc3)n2)c(OC)c1OC (stereo not given)	-2%	u	38%[activator]	x	25%	-22%	3%[59 µM]	5%	-15%
45	COC(=O)c1ccccc1NC(=O)C1CCN(C(=O)c2cc(OC)c(OC)c(OC)c2)CC1	5%	8%	-2%	-1%	18%	-12%	4%	-1%	-1%
46	COc1ccc(/C=C/C(=O)N2c3ccccc3Sc3ccc(C(F)(F)F)cc32)cc1	1%	-29%	-2%	-2%	5%	-33%	-24%[59 µM]	24%	-10%
47	COCCn1c(SCC(N)=O)nnc1-c1c[nH]c2ccccc12	2%	9%	1%	-1%	22%	-11%	2%	-3%	3%
48	COc1ccc([N+](=O)[O-])cc1N(CC(=O)N1CCOCC1)S(C)(=O)=O	-3%	-27%	59%[activator]	i	-21%	u	12%[59 µM]	1%	-4%
49	O=C(CN(C1CCCCC1)S(=O)(=O)c1ccccc1)NCC1CCCO1 (stereo not given)	27%	4%	115%[activator]	5%	25%	7%	-13%	2%	-2%
50	COc1cccc(C(=O)N2c3ccccc3Sc3ccccc32)c1	-7%	-12%	-11%	-7%	46%[activator]	20%	43%[59 µM]	11%	-5%
51	CCC(C)c1ccccc1OCCOCCN1CCCC1 (stereo not given)	11%	u	33%[activator]	13%	u	2.5µM*	13µM*	-3%	1%
52	COC(=O)CSc1nc(SC)nc2c1sc1nc(-c3ccco3)c3c(c12)CC(C)(C)OC3	-22%	x	45%[activator]	6%	21%	3%	x	5%	x
53	O=S(=O)(Nc1ccc2cn[nH]c2c1)c1ccc(Cl)s1	0%	x	61%[activator]	4%	17%	-15%	-1%	-3%	-1%

# By substructure, the compounds so far with a cyano group.
No.	molecule	GLS inh	BAZ2B block	POLI inh	PGK inhibitor	HP1b chromo inh	JMJD2A Tudor	G9a inh	Pin1 inhibitor	BLM inh
39	CCc1ccc(C2C(C#N)=C(N)SC(N)=C2C#N)cc1	-15%	u	u	x	4%	u	8.9µM*	u	-10%
41	Cn1c(N)c(C#N)c2c(c1=S)COC(C)(C)C2	9%	2%	-3%	6%	12%	-11%	-16%	-4%	1%
